Screens as filed in PubChem.
MC4R antagonist: antagonists of human melanocortin 4 receptor (MC4R); inhibition, % at 6.5 µM; MC4R-expressing cells, MTII-stimulated cAMP, LANCE TR-FRET; hit rate 0.48% among 360,000;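 active = inhibition above its plate's cutoff, the mean of tested wells on that plate plus 3 SD, cut at about 29% in these data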;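 note: 0% = Melanotan II alone and 100% = Melanotan II plus saturating MCL0020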
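Material – human MC4R-expressing U2OS cells · Repeats – no replicates · Detection – TR-FRET with Eu-cAMP and labeled anti-cAMP, 671 nm · Times – compound 30 min, challenge 1 h, detection 1 h · Compound – single nominal compound dose of 6.5 µM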
NCOA3 inh: inhibitors of human steroid receptor coactivator 3 (SRC3); Q9Y6Q9; HEK293 GAL4-SRC3 luciferase reporter, luminescence; inhibition, % at 3.6 µM; hit rate 0.17% among 360,000; AID 588352;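 active = inhibition above a per-campaign cutoff, the mean of all compounds plus 3 SD, cut at about 60% in these data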;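 note: 0% = DMSO-treated cells and 100% = gossypol-treated cells at 36 µM; higher means less SRC3-driven luciferase light from the GAL4 reporter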
ABHD5 PLIN5 PPI: blocks binding of human ABHD5 to perilipin-5 | Q00G26+Q8WTS1 | Split G. princeps luciferase complementation, luminescence, 4 h | inhibition, % at 4 µM | hit rate 0.78% among 360,000 | AID 602281;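 active = inhibition above the mean inhibition across every tested compound plus 3 SD, cut at about 22% in these data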;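 note: 0% = DMSO only wells and the 100% control is not disclosed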
NOD2-RIPK2 inh: inhibitors of human NOD2-RIPK2 interaction; CHO BLA complementation NOD2-RIPK2, CCF4 ratio; inhibition, % at 4.98 µM; hit rate 0.38% among 360,000; AID 624267; in the data active = inhibition above about 21%;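 note: 0% = vehicle only and 100% = reference blocker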
NCOA2 inhibitor: inhibits human steroid receptor coactivator 2; HEK293 GAL4-SRC2 luciferase reporter, luminescence; inhibition, % at 9 µM; hit rate 0.17% among 370,000; AID 651957;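 active = inhibition above the mean inhibition of all tested compounds plus 3 SD, set per campaign, cut at about 52% in these data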;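 note: 0% = DMSO treated cells and 100% = cells given Gossypol at 36 µM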
Target sequence (Q15596 whole entry, looked up, the tested form may be a part): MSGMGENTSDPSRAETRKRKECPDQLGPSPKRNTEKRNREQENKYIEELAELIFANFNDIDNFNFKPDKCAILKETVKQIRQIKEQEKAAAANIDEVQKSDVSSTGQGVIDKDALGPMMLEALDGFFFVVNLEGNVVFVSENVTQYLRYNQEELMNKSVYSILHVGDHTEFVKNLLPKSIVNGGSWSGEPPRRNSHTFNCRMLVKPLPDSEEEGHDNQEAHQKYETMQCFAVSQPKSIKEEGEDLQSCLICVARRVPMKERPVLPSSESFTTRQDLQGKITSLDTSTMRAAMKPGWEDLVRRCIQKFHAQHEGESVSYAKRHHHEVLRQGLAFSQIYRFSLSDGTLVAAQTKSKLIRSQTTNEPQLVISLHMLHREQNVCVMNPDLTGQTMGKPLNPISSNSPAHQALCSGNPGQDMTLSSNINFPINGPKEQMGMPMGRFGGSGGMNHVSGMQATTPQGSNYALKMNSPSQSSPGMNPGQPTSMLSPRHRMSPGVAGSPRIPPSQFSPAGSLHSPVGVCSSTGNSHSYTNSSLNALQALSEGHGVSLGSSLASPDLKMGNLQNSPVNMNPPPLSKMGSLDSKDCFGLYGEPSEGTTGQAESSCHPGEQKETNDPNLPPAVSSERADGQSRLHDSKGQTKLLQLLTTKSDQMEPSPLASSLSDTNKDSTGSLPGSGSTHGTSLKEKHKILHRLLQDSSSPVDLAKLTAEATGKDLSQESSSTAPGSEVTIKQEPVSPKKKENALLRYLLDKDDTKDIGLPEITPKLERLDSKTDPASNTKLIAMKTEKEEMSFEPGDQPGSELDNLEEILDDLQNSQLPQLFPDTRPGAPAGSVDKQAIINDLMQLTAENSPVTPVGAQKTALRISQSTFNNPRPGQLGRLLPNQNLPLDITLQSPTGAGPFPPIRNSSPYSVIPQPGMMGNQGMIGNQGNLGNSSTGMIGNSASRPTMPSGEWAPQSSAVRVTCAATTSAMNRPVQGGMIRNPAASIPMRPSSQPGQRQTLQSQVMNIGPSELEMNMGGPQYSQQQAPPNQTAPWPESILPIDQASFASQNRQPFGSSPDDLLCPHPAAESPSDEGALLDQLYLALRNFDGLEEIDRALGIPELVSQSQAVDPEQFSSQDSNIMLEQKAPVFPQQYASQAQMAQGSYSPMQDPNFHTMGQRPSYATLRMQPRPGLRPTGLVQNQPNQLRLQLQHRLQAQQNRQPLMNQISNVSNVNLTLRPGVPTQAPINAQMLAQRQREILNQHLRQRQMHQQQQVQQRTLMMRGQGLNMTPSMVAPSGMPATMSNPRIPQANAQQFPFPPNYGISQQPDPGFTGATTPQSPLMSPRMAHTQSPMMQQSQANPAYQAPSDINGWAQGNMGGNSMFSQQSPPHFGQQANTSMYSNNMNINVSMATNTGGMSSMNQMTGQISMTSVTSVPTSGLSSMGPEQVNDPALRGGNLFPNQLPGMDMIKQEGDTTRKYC
MC4R ag barr: agonists of human melanocortin 4 receptor (MC4R) beta-arrestin | U2OS MC4R beta-arrestin complementation, luminescence; percent of melanotan II response, DMSO zero | hit rate 0.98% among 360,000 | P32245 | activation, % at 8.9 µM;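 active = activation above a per-plate cutoff, the mean activation of sample wells on that plate plus 3 SD, cut at about 8% in these data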
LRH-1 inv ag: suppresses constitutive activity of human LRH-1; inhibition, % at 3.6 µM; AID 602396; hit rate 0.13% among 360,000; O00482; HEK293T StAR-luciferase reporter, LRH-1 transfected, 24 h;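 active = inhibition above the mean inhibition of all tested compounds plus 3 SD, cut at about 73% in these data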;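 note: 0% = DMSO wells and 100% = reporter-only cells lacking LRH-1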
NCOA1 inh: human NCOA1 inhibition. AID 588354. Q15788. hit rate 0.12% among 360,000. HEK293 GAL4-SRC1 luciferase reporter, luminescence. inhibition, % at 3.6 µM;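 active = inhibition above the campaign mean plus 3 SD, with each screening campaign given its own cutoff, cut at about 60% in these data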;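 note: 0% = DMSO treated cells and 100% = gossypol at 36 µM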
NR2F2 inh: inhibitors of human COUP-TFII (NR2F2); inhibition, % at 8.6 µM; AID 686940; HEK293T NGFI-A luciferase reporter, luminescence; hit rate 0.7% among 370,000;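 active = inhibition above a per-plate cutoff, mean inhibition of test wells between control levels plus 3 SD, cut at about 38% in these data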;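 note: cells cotransfected with COUP-TFII expression vector driving the NGFI-A reporter; 0% = median of COUP-TF2 test wells and 100% = reporter-only cells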
TLR9-MyD88 block: blocks human TLR9 binding to MyD88. hit rate 0.21% among 340,000. inhibition, % at 4.98 µM. AID 504734. Q9NR96+Q99836. CHO BLA complementation TLR9-MyD88, CCF4 FRET ratio;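 active = inhibition above the mean over all tested compounds plus 3 SD, cut at about 21% in these data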;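 note: 0% = DMSO only wells and 100% = clavulanate BLA inhibitor control wells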
EBV LMP1 NFkB: reduces LMP1-driven NF-kappaB luciferase signal | LMP1-induced NF-kappaB luciferase reporter cells, luminescence | inhibition, % at 12.5 µM | hit rate 0.69% among 350,000 | AID 504558; in the data active = inhibition above about 41%;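 note: 0% = neutral control wells and 100% = reference inhibitor control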
An asterisk follows results filed as active; · = no result given.

SMILES	MC4R antagonist	NCOA3 inh	ABHD5 PLIN5 PPI	NOD2-RIPK2 inh	NCOA2 inhibitor	MC4R ag barr	LRH-1 inv ag	NCOA1 inh	NR2F2 inh	TLR9-MyD88 block	EBV LMP1 NFkB
COc1cc(OC)nc(Nc2nc(CN)cs2)n1	3.3	-6.2	-0.8	1.7	12.1	-0.8	8.3	0.3	-9.2	·	·
CC1(C)OC(=O)C2=C(C[C@@H](CCOCc3ccccc3)O[C@@H]2c2ccc(F)cc2)O1	·	·	-9.0	-4.8	-1.7	·	-0.5	·	9.2	·	·
O=C(CN1C(=O)NC2(CCCC2)C1=O)N1CCN(S(=O)(=O)c2cccc(C(F)(F)F)c2)CC1	2.0	8.7	0.5	-4.2	-8.0	3.3	11.6	4.8	-5.4	4.4	1.0
CCC(NC(=O)c1[nH]c(C)c(C(C)=O)c1C)c1ccc(Br)cc1 (configuration not stated)	-3.3	10.2	-9.9	-5.5	10.3	0.1	3.8	8.3	8.1	3.9	8.6
O=C(c1cc(-c2cccnc2)nc2ccc(Br)cc12)N1CCN(c2ncccn2)CC1	6.7	12.0	8.6	-8.2	19.7	0.0	7.0	-0.5	-8.6	-3.4	3.3
CCn1ccnc1CN(C)Cc1nc(CCC(C)C)no1	8.2	-40.5	2.3	-5.1	6.3	-2.4	-59.3	-45.5	6.8	1.2	-8.0
C=CCN=C1CC(C)(C)CC(=O)/C1=C(\O)c1ccccc1	-0.1	8.0	-0.7	4.6	1.8	0.8	5.4	3.0	-5.8	2.9	-4.8
CCOc1ccccc1NC1c2ccccc2C(=O)N1c1cccnc1 (configuration not stated)	4.3	12.5	-0.3	1.8	-1.5	-0.1	-4.3	-72.4	4.4	5.5	-2.3
Cc1ccc(OC(=O)c2ccc3snnc3c2)cc1	-6.4	20.2	-2.5	5.7	-24.4	-0.7	8.8	5.6	1.2	-5.1	-5.5
COc1ccc(N[C@@H]2CCN3C(=O)c4ccccc4[C@@H]3C[C@H]2O)cc1	2.1	-2.2	-2.4	11.5	-5.8	-2.1	7.8	-0.4	-1.5	6.6	1.4
Cc1cccc(NC(=O)c2ccc(S(=O)(=O)C(F)F)cc2)c1C	3.1	-22.4	-3.1	-15.7	-46.0	-3.6	-11.3	-21.3	0.8	0.5	-3.9
CNc1nc(-c2ccccc2)cc(-c2ccccc2)n1	10.0	2.7	6.9	-4.5	-9.4	3.0	10.0	8.7	12.1	-0.8	8.3
O=[N+]([O-])c1ccc2[nH]c(O)c(N=NC3CS(=O)(=O)CC3O)c2c1 (configuration not stated)	-10.2	13.8	1.4	-6.9	6.0	-1.3	2.2	-4.3	-8.2	-0.9	-3.4
CCCCCNCc1cccc(Br)c1	0.0	-2.0	10.6	-2.9	-5.8	0.7	6.4	3.2	1.9	1.9	5.0
COc1ccc(C(=O)N2CCCCC2c2cc(C(=O)NCc3ccc(Cl)c(Cl)c3)no2)cc1 (configuration not stated)	-2.0	-12.1	0.9	-4.6	9.9	-0.7	-4.4	7.1	11.9	·	·
O=C(NN=C1CCCC1)c1n[nH]c2c1CCC2	-29.2	-1.4	12.8	8.7	-63.3	-0.1	5.5	-76.1	-67.1	8.6	-1.0
C=CCc1cccc(C=Nc2c[nH]c(=O)[nH]c2=O)c1O	16.5	-8.6	-26.3	-8.9	-13.2	1.9	-1.2	0.2	20.1	-5.0	-8.5
Cc1cc(C2=NNC(=NCCc3ccccc3)SC2)c(C)n1-c1c(C)n(C)n(-c2ccccc2)c1=O	25.6	12.6	-2.4	1.5	7.2	-1.4	9.6	-27.4	4.4	-2.7	2.5
O=[N+]([O-])c1cc(Cl)ccc1Sc1cccc2cccnc12	4.7	-2.0	1.8	2.9	-12.1	8.8*	12.0	-22.1	-21.9	-5.4	6.1
Cc1cccc(N(C(=O)CNC(=O)c2ccco2)C(C(=O)NC2CCCC2)c2ccncc2)c1C (configuration not stated)	10.0	6.8	1.0	-0.6	5.8	0.0	-17.1	-11.9	-1.2	-8.6	2.9
CCCc1nc2oc(C(=O)c3ccccc3)c(N)c2c2c1COC(C)(C)C2	6.2	-5.2	6.3	-6.2	-13.2	1.9	-6.2	-9.0	-1.5	-9.2	-7.3
C=CCOc1ccccc1CN1CCC(Oc2cc(C(=O)NC3CC3)ccc2OC)CC1	11.2	-13.6	6.8	4.4	27.1	-0.9	-33.4	2.9	-4.2	-4.2	-3.2
COc1ccc(C(C)=O)cc1Cn1cnc2c(cnn2C)c1=O	-0.9	7.8	0.8	-10.0	-14.8	1.6	-2.9	14.9	16.6	9.2	0.0
CCOC(=O)Nc1ccc2c(c1)N(C(=O)CN(CC)CC)c1ccccc1C=C2	-2.0	-1.5	6.3	2.5	-3.7	0.4	-7.7	0.2	24.8	8.3	0.9
O=C(Oc1nsnc1N1CCOCC1)N(c1ccccc1)c1ccccc1	3.0	-1.9	-2.7	9.5	-5.7	-1.2	3.7	-2.0	1.8	-19.9	-12.5
COc1ccc(-c2cc(C(=O)N3CCN(c4ccccc4)CC3)c3ccccc3n2)cc1	15.7	-26.7	-0.2	-7.2	-11.4	-1.3	-30.1	-60.3	-9.3	-3.3	-9.3
Cc1ccc(NC(=O)COc2ncnc3cc([N+](=O)[O-])ccc23)cc1S(=O)(=O)N1CCOCC1	17.1	14.4	0.2	-5.4	-4.7	-2.3	3.7	-7.9	-4.7	-12.7	-2.9
O=C(CN1C(=O)c2ccccc2C1=O)OCC(=O)N1CCCCC1	3.5	-8.1	3.6	3.2	-16.3	-3.2	-18.1	5.4	9.1	0.0	5.9
COCCn1c(SCC(=O)Nc2ccccc2OC)nc2c([nH]c3ccccc32)c1=O	-2.2	18.6	2.0	-6.5	20.1	2.2	21.4	2.1	18.8	-8.3	3.5
C[C@@H]1CN([C@@H](C)CO)C(=O)c2cc(Br)cnc2O[C@H]1CN(C)C(=O)Cc1cccnc1	8.6	-2.3	5.3	-3.9	-28.8	-1.3	-2.4	13.9	-6.3	-9.4	-4.2
Cc1ccc2c(c1)C(c1ccccc1)N(C(=O)c1ccc(Br)cc1)CC(=O)N2 (configuration not stated)	3.9	4.6	-6.3	2.2	-27.9	-1.3	-0.9	-5.5	-4.0	-11.2	-1.8
COC(C[C@@H]1O[C@@H]1[C@H](O)COCc1ccccc1)OC	2.0	-20.2	-3.3	-10.4	-20.8	-1.1	12.7	3.3	3.6	-7.4	0.2
CCOC(=O)N1CCN(C(=O)c2cc(S(=O)(=O)N3CCCC3)cn2C)CC1	-4.1	17.1	-0.6	-7.7	-3.9	0.8	10.9	-7.0	-2.2	-7.2	0.5
Cc1nc2ccc(NS(=O)(=O)c3ccc(F)c(F)c3)cc2s1	-5.3	0.3	-3.4	-0.4	14.0	-0.2	-1.9	9.4	-3.5	-3.4	2.3
N#CCCN(Cc1ccccc1)C(C(=O)NC1CCCCC1)c1ccnc2ccccc12 (configuration not stated)	·	-2.1	8.4	15.8	0.8	·	-28.3	-4.2	21.3	·	·
Cc1ccc(N2CCN(CCc3nc4cc(NC(=O)c5ccco5)ccc4n3C)CC2)cc1	2.8	1.4	9.4	0.7	-13.2	-0.6	0.5	-12.4	10.6	-6.2	14.0
O=C(/C=C/c1ccc(Cl)c(Cl)c1)n1cccn1	2.1	12.8	-1.7	-7.0	5.7	5.5	5.9	-30.3	-23.8	0.2	-0.1
C#CCNC(=O)C1=C[C@@H](c2ccc(Br)cc2)C[C@@H](OCc2ccc(CO)cc2)O1	5.2	-1.5	5.8	0.5	-29.9	-1.7	-26.9	-15.3	-21.9	-5.5	-3.8
O=S(=O)(Nc1cccc(S(=O)(=O)N2CCCC2)c1)c1ccc(F)cc1	-1.1	-1.2	-12.2	0.7	23.4	-3.1	-15.9	-7.4	3.9	-2.6	-12.1
CC(C)N(CCC#N)C(=O)Nc1ccc2c(c1)CCO2	-1.7	10.6	8.6	13.9	-11.2	-3.6	-9.0	7.1	-3.2	-3.4	4.3
COc1cc(OC)c(NC(=O)CCNC(=O)Cn2cnc3ccccc3c2=O)cc1Cl	1.5	22.6	7.6	2.5	-15.8	5.8	13.2	-7.5	15.1	-1.3	-2.4
COc1ccc(NC(=O)C(=O)Nc2cccc3cccnc23)cc1OC	-9.2	-5.4	4.1	-6.6	-22.6	0.2	-9.1	11.6	-15.0	4.7	-23.9
CCc1c(C2(O)CCCCC2)[nH]c2ccc(C(=O)OC)cc12	8.8	-8.7	3.4	-0.7	-48.8	2.2	-35.3	-90.2	-23.3	-4.4	8.1
COc1ccc(/C=C/C(=O)c2ccncc2)c2ccccc12	3.8	18.8	56.2*	1.3	-10.0	-1.6	16.0	-29.7	12.9	2.7	0.0
O=C(CCNC(=O)C1CCN(S(=O)(=O)c2ccccc2)CC1)Nc1ccccc1	22.7	-7.7	-4.5	-13.7	-1.8	-1.3	-18.6	13.2	-17.7	-11.4	-18.8
CN(CC(=O)Nc1cccc(F)c1)CC(=O)Nc1ccccc1-c1ccccc1	4.8	0.9	-5.9	1.5	-5.6	3.0	3.2	4.4	-2.9	-2.3	0.3
COc1ccc(C(=O)CN2C(=O)NC3(CCc4ccccc43)C2=O)cc1 (configuration not stated)	6.9	-9.1	-1.2	5.6	11.3	-1.2	-15.4	-42.2	-5.3	-21.9	-7.1
CC(C)c1nc(CNC(=O)c2cc(COc3c(F)cccc3F)on2)cs1	6.3	-25.8	-2.8	-8.4	-1.2	-2.0	-2.0	1.0	8.1	6.6	3.0
CCN1C(=O)/C(=C/N(C(C)=O)c2ccccc2)N(c2ccccc2)C1=S	13.3	0.3	13.2	2.7	14.9	-2.2	0.7	-11.6	13.7	-0.6	-6.5
CCCc1cc(=O)oc2c3c(cc(OCC(=O)N4CCC[C@H]4C(=O)O)c12)OC(C)(C)CC3	8.3	14.1	-3.0	-5.3	-16.9	1.3	-19.8	-12.7	28.5	-20.1	-5.0
O=C(COC(=O)c1ccc([N+](=O)[O-])s1)NCc1ccccc1	12.0	7.8	3.1	-4.6	14.3	0.9	14.9	6.8	6.2	-24.2	-0.3
COc1cc(-c2nnc(SCC(=O)O)n2-c2ccccc2)cc(OC)c1OC	-8.4	-17.2	-7.6	-0.4	-21.6	-1.3	6.7	4.6	17.6	-7.7	16.2
COc1ccc2[nH]cc(C(=O)C(=O)N3CCCCC3)c2c1	2.5	23.5	-1.3	-0.7	6.6	-1.1	-8.2	-14.2	-0.8	-3.7	3.7

These rows are one share of the data; the hit share may differ from the screen's.
